High-throughput results (PubChem BioAssay)
VIM-2 inh = blocks Pseudomonas aeruginosa VIM-2 metallo-beta-lactamase. purified VIM-2, nitrocefin hydrolysis, epi-absorbance fluorescence. inhibition, % at 5.6 µM. 0.89% of 290,000 active;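 active = inhibition above the mean of all tested compounds plus 3 SD, cutoff set per screening run, cut at about 7.5% in these data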;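 also: red hydrolysis product quenches plate fluorescence so inhibitors raise well fluorescence; 0% = enzyme with DMSO and 100% = DMSO without enzyme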
PfM18AAP inh = blocks P. falciparum M18 aspartyl aminopeptidase; inhibition, % at 7.35 µM; recombinant PfM18AAP, H-Glu-NHMec fluorogenic cleavage; AID 1822; 1.2% of 290,000 active;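 active = inhibition above the campaign mean inhibition over all tested compounds plus 3 SD, cut at about 28% in these data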;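 also: 0% = plate median of test compound wells and 100% = 2 mM ZnCl2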
IDE act = IDE (human) activation, cell-based; P14735; HEK cells, FAbeta-B cleavage, fluorescence polarization; 0% vehicle, 100% cell-free pure enzyme wells; activation, % at 5.96 µM; 0.073% of 340,000 active;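 active = activation above the mean of all tested compounds plus 3 SD, set per screening campaign, cut at about 17% in these data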
Target sequence (P14735 whole entry, looked up): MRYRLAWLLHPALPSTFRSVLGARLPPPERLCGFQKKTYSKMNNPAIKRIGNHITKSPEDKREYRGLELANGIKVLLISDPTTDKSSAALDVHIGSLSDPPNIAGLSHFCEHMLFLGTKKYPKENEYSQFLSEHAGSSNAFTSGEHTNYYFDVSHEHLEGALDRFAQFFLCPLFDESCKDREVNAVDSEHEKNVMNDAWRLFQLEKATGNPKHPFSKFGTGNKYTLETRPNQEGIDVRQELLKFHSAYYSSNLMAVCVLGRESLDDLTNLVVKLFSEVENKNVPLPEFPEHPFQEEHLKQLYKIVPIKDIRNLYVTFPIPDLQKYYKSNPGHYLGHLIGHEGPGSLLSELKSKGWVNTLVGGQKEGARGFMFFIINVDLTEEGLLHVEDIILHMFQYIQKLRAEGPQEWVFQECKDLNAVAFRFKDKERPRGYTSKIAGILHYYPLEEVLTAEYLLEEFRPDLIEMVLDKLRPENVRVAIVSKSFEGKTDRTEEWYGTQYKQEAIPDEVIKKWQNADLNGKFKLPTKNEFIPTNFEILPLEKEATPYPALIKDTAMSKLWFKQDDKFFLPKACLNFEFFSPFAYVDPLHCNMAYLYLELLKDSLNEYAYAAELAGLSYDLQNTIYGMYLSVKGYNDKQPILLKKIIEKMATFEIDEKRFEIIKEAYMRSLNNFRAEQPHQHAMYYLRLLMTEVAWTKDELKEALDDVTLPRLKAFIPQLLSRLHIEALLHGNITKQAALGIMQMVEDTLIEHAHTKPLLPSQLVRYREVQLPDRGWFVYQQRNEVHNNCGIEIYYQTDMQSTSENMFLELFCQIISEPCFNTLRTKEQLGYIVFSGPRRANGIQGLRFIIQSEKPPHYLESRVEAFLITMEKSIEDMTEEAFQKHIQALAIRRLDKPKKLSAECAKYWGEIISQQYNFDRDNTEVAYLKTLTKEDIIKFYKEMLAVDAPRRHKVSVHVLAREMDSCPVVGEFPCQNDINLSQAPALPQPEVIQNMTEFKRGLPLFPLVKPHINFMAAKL
FID counter = counter-screen for HCV NS3 helicase inhibitors: DNA intercalator displacement; 0.17% of 290,000 active; DNA fluorescent intercalator displacement, fluorescence; inhibition, % at 7.9 µM; in the data active = inhibition above about 37%;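 also: 0% = vehicle and 100% = reference compound; higher means more ethidium bromide displaced from hairpin DNA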
SUMO HTRF inh = inhibitors of human SUMOylation (UBC9) | P63279 | HTRF SUMOylation assay, SAE1/SAE2 + UBC9, in vitro | inhibition, % at 35 µM | 0.36% of 290,000 active; in the data active = inhibition above about 50%, passing the limit was not always enough; also: strong numbers were not always called active
IMP-1 inhibitor = blocks Pseudomonas aeruginosa IMP-1 metallo-beta-lactamase. purified IMP-1, nitrocefin hydrolysis, epi-absorbance fluorescence. inhibition, % at 5.6 µM. 0.45% of 290,000 active. AID 1556;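 active = inhibition above the mean plus 3 SD of all compounds in the same screening run, cut at about 4.5% in these data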;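 also: 0% = IMP-1 with DMSO and 100% = DMSO wells lacking enzyme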
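system = purified recombinant IMP-1 beta-lactamase | amount = 0.2 nM IMP-1, as dispensed | medium = HEPES buffer pH 7.1 with ZnSO4 and Brij 35 | times = 25 °C, 15 min preincubation, 25 min reaction | detection = plate fluorescence quenching by hydrolysis product, ex 480/em 530 nm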
IDE cell inh = inhibits human insulin-degrading enzyme in HEK cells | 0.41% of 320,000 active | FAbetaB cleavage, fluorescence polarization | P14735 | inhibition, % at 5.59 µM;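 active = percent inhibition above the average of all tested compounds plus 3 SD, set per screening campaign, cut at about 16% in these data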;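 also: IDE supplied by intact live HEK cells; FP after avidin binding of uncleaved biotin substrate so inhibition keeps polarization high; 0% = DMSO wells and 100% = 60 µM reference IDE inhibitor Ii1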
HCV NS3 hel inh = HCV NS3 helicase inhibition | NS3 helicase DNA unwinding, Cy5 molecular beacon fluorescence | inhibition, % at 10.9 µM | 0.56% of 290,000 active | AID 1800;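 active = inhibition above the mean of all tested compounds plus 3 SD, set per campaign, cut at about 35% in these data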;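 also: 0% = DMSO wells and 100% = thioflavine S control wells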
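System: HCV NS3 helicase fragment; control set: DMSO and thioflavine S; technique: Cy5 fluorescence at 0 and 60 min, beacon hairpin quenching; reagent: beacon DNA duplex substrate plus ATP; replicates: singlicate; schedule: 1 h reaction at 25 °C, ATP-initiated; medium: MOPS buffer pH 6.5 with MgCl2, DTT, Tween20, BSA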
p-CIP stab down = p/CIP protein destabilization | decrease of EGFP signal, % at 10 µM | Q05BA5 | F442A p/CIP-EGFP cells, EGFP fluorescence, 16 h | 0.01% of 290,000 active;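 active = EGFP signal decrease of at least 30% at 10 µM or well 3 SD below plate mean, unless failing retest; inactive = the rest, including hits failing retest or dose response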; also: some compounds called inactive have numbers as strong as hits; many of its hits are not listed in these tables
Numbers without * were called inactive; . = no result given. Compounds were not picked by outcome, and some 3.6% of all compounds hit somewhere here.

SMILES | VIM-2 inh | PfM18AAP inh | IDE act | FID counter | SUMO HTRF inh | IMP-1 inhibitor | IDE cell inh | HCV NS3 hel inh | p-CIP stab down
CC(C)COC(=O)N(C)c1ccc(C(O)(C(F)(F)F)C(F)(F)F)cc1 | -1.3 | 1 | -1 | -16 | -14 | -1.8 | -5 | -7 | -3
O=C(c1ccc(S(=O)(=O)Cc2ccccc2F)c([N+](=O)[O-])c1)N1CCCCCC1 | -1.0 | 6 | 3 | -8 | 16 | -2.4 | -3 | -4 | -4
CC1CN(C(=O)C2CC2)C(C)CN1C(=O)C1CC1 (stereo unspecified) | -1.6 | 1 | 8 | 1 | -10 | 1.7 | 1 | 7 | 1
CC(=O)Nc1ccc2c(COC(=O)CC3Sc4ccccc4NC3=O)cc(=O)oc2c1 (stereo unspecified) | 0.5 | 0 | -2 | -1 | 27 | -1.4 | 3 | 20 | -8
CC(=O)c1cc2c(cc1NC(=O)Nc1cccc(Cl)c1)OCCO2 | -2.0 | 10 | 0 | -3 | 20 | -3.7 | 10 | -1 | -6
CC1CCN(CC(=O)Nc2ccc(C(=O)N3CCCCC3)cc2)CC1 | -2.9 | 1 | -4 | 5 | 2 | -2.2 | 3 | 1 | -5
NS(=O)(=O)c1ccc(N=Nc2ccc(O)c3ncccc23)cc1 | -2.4 | 8 | -1 | 4 | -48 | 2.1 | -2 | 8 | -3
O=C(NCCCn1ccnc1)/C(=C/c1ccco1)NC(=O)c1cccs1 | -3.2 | 3 | 2 | 1 | 12 | -3.4 | 1 | 5 | -4
Cc1cc(=O)oc2cc(NC(=O)c3ccc(OC(F)F)cc3)ccc12 | 1.3 | -6 | 0 | -3 | 24 | 8.7* | 0 | -6 | -10
COc1ccc(OC)c(NC(=O)CSc2ncccc2C(=O)O)c1 | -1.0 | 24 | 2 | -4 | 3 | -2.8 | 4 | 6 | 4
CCOC(=O)c1sc(-c2ccc(OC)cc2)cc1NC(C)=O | -3.6 | 1 | -2 | 0 | -18 | -2.5 | . | -8 | 2
c1ccc2sc(N3CCN(Cc4nnnn4CC4CCCO4)CC3)nc2c1 (stereo unspecified) | 1.7 | -4 | 3 | -18 | 0 | 0.0 | -1 | 0 | -6
CCN(C(=O)c1ccco1)c1nc(-c2ccc(OC)cc2)cs1 | -0.1 | -9 | -5 | -21 | 8 | -1.8 | 13 | 0 | -7
Cc1noc(C)c1COC(=O)c1cccc(S(=O)(=O)N2CCCCCC2)c1 | 1.3 | -13 | 0 | -8 | -5 | 0.6 | 0 | -3 | -5
CCOC(=O)CNC(=O)CN1C(=O)CC(c2ccccc2)S(=O)(=O)c2ccccc21 (stereo unspecified) | -1.1 | 0 | -1 | -5 | -7 | -2.6 | 9 | 5 | 14
O=C(COC(=O)c1cc[n+]([O-])cc1)Nc1ccccc1Sc1ccccc1 | -4.1 | -2 | -2 | -9 | 24 | -5.2 | -3 | -1 | 4
Cc1cn([C@H]2C[C@H](N=[N+]=[N-])[C@@H](CO)O2)c(=O)[nH]c1=O | -3.8 | -2 | 4 | 0 | 13 | -2.6 | 4 | 6 | -6
COc1ccc(C2=NS(=O)(=O)N(C)C(C(=O)N3CCc4ccccc4C3)=C2)cc1OC | -2.4 | 2 | 7 | -34 | -10 | -1.6 | 4 | -27 | -13
CCOc1ccc2[nH]c(=O)c(CN(CCCN3CCOCC3)Cc3nnnn3Cc3ccc(OC)cc3)cc2c1 | -0.5 | -10 | 4 | 7 | 23 | -2.4 | -1 | -28 | 8
CCCSc1nc(C)c(CC(=O)O)c(=O)[nH]1 | -3.0 | 6 | 3 | 4 | -28 | -2.9 | 3 | 1 | 5
Cc1onc(-c2ccccc2)c1C(=O)N1CCN(S(=O)(=O)c2ccc3c(c2)OCCO3)CC1 | -6.7 | 3 | 0 | -4 | 5 | -2.1 | -1 | 0 | -13
O=C(CSc1nnc(CNC(=O)c2ccco2)o1)Nc1ccc(Br)cc1 | -0.4 | 1 | 0 | -11 | 11 | 0.4 | 1 | 2 | 0
CC(C)c1ccc(N2C(=NC(=O)C3CCCO3)SC3CS(=O)(=O)CC32)cc1 (stereo unspecified) | -1.6 | 4 | -2 | -46 | . | 0.7 | 7 | 8 | -10
CC(C)Cn1ccc(=O)n(CC(C)C)c1=O | -1.0 | -9 | 7 | 2 | 10 | -1.8 | 5 | 5 | -19
CCNc1nc(Oc2ccc(=O)[nH]n2)nc(SC)n1 | -5.1 | -5 | 6 | 0 | -12 | -5.6 | 2 | -2 | 6
CC(C(=O)Nc1ccc(Cl)cc1Cl)N1C(=O)NC2(CCCC2)C1=O (stereo unspecified) | -0.8 | -6 | 3 | -18 | 12 | -4.5 | -1 | -10 | -1
CCOC(=O)C1(Cc2ccccc2)CCN(Cc2cnn(CC)c2)CC1 | -1.1 | 2 | 0 | 2 | 6 | -3.6 | 8 | -12 | 0
Cc1ccccc1CNC(=O)C1CCN(c2nnc(N3CCCC3=O)s2)CC1 | -1.4 | -8 | 9 | -2 | 9 | -1.4 | 1 | -13 | -7
C/C(=N\NC(=S)NC(C)C)c1ccc(-n2ccnc2)cc1 | 77* | -12 | -2 | -7 | 6 | -1.5 | -4 | 6 | 8
COc1ccc(CC(=O)NNC(=S)Nc2ccccc2)cc1Br | -2.9 | 4 | -7 | -12 | -81 | -3.6 | -3 | 4 | -1
Cc1c(C)c2ccc(OCC(=O)Nc3cccnc3)cc2oc1=O | 4.5 | 1 | 6 | -20 | 10 | -5.0 | 4 | 15 | -4
CCOC(=O)/C(C#N)=C\c1cc(C)n(-c2ccccc2)c1C | -2.7 | -7 | 8 | -2 | -2 | -1.6 | 3 | 1 | -14
C=CCN(C(=O)CNC(=O)c1ccco1)C(C(=O)NC1CCCCC1)c1ccc(OC)cc1 (stereo unspecified) | -2.8 | -10 | 7 | -23 | 14 | -3.1 | 6 | 4 | -9
Cc1ccc(C2C3=C(CCCC3=O)N=C3c4ccccc4C(=O)C32)cc1 (stereo unspecified) | -2.1 | 2 | 6 | -1 | 1 | -1.7 | -11 | 5 | -5
CCOC(=O)c1sc(NC(=O)CN2C(=O)NC3(CCCCCCC3)C2=O)c(C(=O)OCC)c1C | 1.0 | -5 | 5 | -4 | 16 | 1.7 | -7 | 12 | -2
COCCNc1nc(SCC(=O)N2CCN(c3ccccc3)CC2)nc2ccccc12 | -2.1 | 3 | -1 | 0 | -16 | -3.3 | -4 | -9 | -13

Single records, from the list above:
`Cc1c(C)c2ccc(OCC(=O)Nc3cccnc3)cc2oc1=O` is listed with VIM-2 inh = 4.5; PfM18AAP inh = 1; IDE act = 6; FID counter = -20; SUMO HTRF inh = 10; IMP-1 inhibitor = -5.0; IDE cell inh = 4; HCV NS3 hel inh = 15; p-CIP stab down = -4
`CCOC(=O)C1(Cc2ccccc2)CCN(Cc2cnn(CC)c2)CC1` is listed with VIM-2 inh = -1.1; PfM18AAP inh = 2; IDE act = 0; FID counter = 2; SUMO HTRF inh = 6; IMP-1 inhibitor = -3.6; IDE cell inh = 8; HCV NS3 hel inh = -12; p-CIP stab down = 0

The list goes on:
SMILES | VIM-2 inh | PfM18AAP inh | IDE act | FID counter | SUMO HTRF inh | IMP-1 inhibitor | IDE cell inh | HCV NS3 hel inh | p-CIP stab down
CCOC(=O)c1c(NC(=O)COc2cccc3c2CCN(C)C3=O)sc2c1CCC2 | 0.5 | 6 | 5 | -8 | -28 | -2.9 | 6 | 2 | -1
CC(C)(C)CC(=O)Nc1ccc(C(N)=O)cc1 | -4.0 | 0 | 5 | 1 | 2 | -3.4 | 1 | 2 | 3
COc1ccccc1/C=N/N1C(=O)c2cccc3cccc(c23)C1=O | 3.5 | 5 | 6 | -4 | 10 | -1.5 | 1 | 4 | 6
COc1ccc(NC(=O)C2CCCC2)cn1 | -1.5 | 5 | 3 | 0 | 13 | -3.0 | 7 | 1 | 9
CCOC(=O)CCC(=O)NNC(=O)c1ccc(NC(=O)c2ccccc2)cc1 | -4.1 | -3 | 3 | -6 | 4 | -3.7 | 6 | 4 | 9
COC1=CC(=O)C[C@@H](C)[C@]12Oc1c(Cl)c(OC)cc(OC)c1C2=O | -3.5 | 6 | 5 | -13 | 15 | -1.7 | 0 | -1 | -1
CC(=O)NC(CCS(C)(=O)=O)C(=O)Nc1ccc2c(c1)OCCO2 (stereo unspecified) | -1.7 | 11 | 0 | -3 | -8 | -5.2 | 1 | 12 | 2
COc1ccc(/C=C(\NC(=O)c2ccccc2Cl)C(=O)NCCCC(=O)O)cc1 | 0.3 | -4 | 4 | -5 | 2 | -2.9 | . | -4 | 1
CCNc1nc(NCC)nc(NC(N)=S)n1 | -2.2 | -12 | 7 | -3 | 6 | -4.4 | -2 | -5 | -4
Cc1cc(C(=O)O)cc(Br)c1N | -2.6 | 2 | 7 | -1 | 14 | -3.8 | 3 | -6 | -8
Cc1ccc(NS(=O)(=O)c2c(C)[nH]c(=O)[nH]c2=O)c(Br)c1 | -3.6 | -2 | 0 | -4 | 2 | -1.0 | 5 | 0 | -13
CCC/C(=N\NC(=O)CCC(=O)NCc1ccccc1)c1ccccc1 | -3.1 | -2 | 2 | 0 | 18 | -3.6 | 4 | 2 | -13
COc1nc2c(s1)C(=O)NCCC2 | -0.9 | -8 | 1 | 2 | -9 | -0.2 | 3 | 0 | -7
O=C(COc1ccccc1)NC1CCCCC1 | -0.5 | -10 | 3 | -5 | 2 | -0.4 | 6 | -8 | -4
Cn1c(=O)c2c(nc(CN3CCOCC3)n2CC(=O)c2ccccc2)n(C)c1=O | -1.4 | -8 | -1 | -4 | . | -1.9 | 4 | -4 | .
COc1cccc(/C=C/C(=O)NCc2ccc3c(c2)OCO3)c1 | -0.3 | 0 | 6 | -16 | -6 | -1.1 | 1 | -1 | -8
COc1ccc(C2NN=C(c3ccc(C)cc3)S2)cc1 (stereo unspecified) | -1.3 | 7 | 0 | -19 | -6 | -1.8 | 0 | 4 | -2
Cc1c(NC(=O)COc2ncnc3ccccc23)c(=O)n(-c2ccccc2)n1C | -2.0 | 1 | -2 | -1 | 22 | -0.2 | 2 | -6 | -6
Cc1ccc2nc3c(cc(C(=O)NC4CCCC4)c(=N)n3C3CCCCC3)c(=O)n2c1 | 12* | 3 | -6 | -5 | 2 | -1.3 | 3 | 6 | 7
Nc1ccc(N2CCOCC2)c(S(=O)(=O)Nc2cc(Cl)ccc2Cl)c1 | 0.2 | -7 | 5 | -12 | 6 | -1.6 | -4 | 21 | -4
O=C(N/N=C/c1ccccc1)C(O)c1ccccc1 (stereo unspecified) | -2.4 | -1 | 6 | -2 | 12 | -4.8 | 2 | -7 | 1
O=[N+]([O-])c1ccc2nc(-c3ccccc3)cc(-c3ccccc3)c2c1 | -1.0 | -4 | -2 | 1 | 0 | -1.0 | 4 | -2 | -7
CCOc1ccc(C(=O)Nc2ccc(C(=O)N3CCOCC3)cc2)c(OCC)c1 | 0.6 | -8 | 4 | -46 | 17 | -1.8 | -1 | 0 | -14
NS(=O)(=O)c1ccc(NC(=O)COC(=O)C2CC(=O)N(Cc3ccccc3)C2)cc1 (stereo unspecified) | -3.1 | 1 | 2 | 0 | 9 | 0.2 | 1 | 10 | 5
Cc1ccc(C(=O)Nc2cccc(C(=O)N3CCN(C)CC3)c2)cc1 | -1.0 | -4 | 6 | 3 | 25 | -1.1 | 0 | 8 | -12
